# AmpC inh detg – qHTS Inhibitors of AmpC Beta-Lactamase (assay with detergent). P00811. AmpC hydrolysis of nitrocefin, absorbance 480 nm, 0.01% Triton. Potency, µM (series often up to 114 µM), without a hit: at the top dose activity change, negative = inhibition, usual class: inhibitors. 0.041% of 370,000 active. AID 485294, 2010; active means well fitted inhibition curve with a large enough effect; inconclusive means small, poorly fitted or top-dose-only effect;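 further: potency means the concentration at half of the fitted maximal effect; 0% = no-compound wells and -100% = no-enzyme wells; nearly all actives have a fitted effect of over 25% in size; some results filed as inactive show a strong effect at the top dose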
# Target sequence (P00811 whole entry, looked up): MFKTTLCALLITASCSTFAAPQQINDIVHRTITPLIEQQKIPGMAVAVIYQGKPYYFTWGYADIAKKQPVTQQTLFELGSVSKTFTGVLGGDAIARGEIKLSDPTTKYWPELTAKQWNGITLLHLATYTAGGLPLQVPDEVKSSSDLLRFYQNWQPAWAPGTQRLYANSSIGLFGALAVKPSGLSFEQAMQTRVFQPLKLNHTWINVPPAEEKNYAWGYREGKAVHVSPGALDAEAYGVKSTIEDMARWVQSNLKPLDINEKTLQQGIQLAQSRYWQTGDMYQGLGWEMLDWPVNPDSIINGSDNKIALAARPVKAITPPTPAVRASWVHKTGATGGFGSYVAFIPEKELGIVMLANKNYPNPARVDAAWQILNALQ
#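 AmpC (5.3 nM in the dispensed reagent) in 20 mM phosphate pH 7.0 with 0.01% (detergent screen) or 0.0001% Triton X-100 was preincubated with compounds for 15 min at room temperature. Nitrocefin was then added from an 800 uM solution, and hydrolysis was followed at 480 nm.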
# HCMV inh – qHTS Assay for inhibitors of the human cytomegalovirus (HCMV). 4.5% of 410,000 active. activity change, negative = inhibition, % at 57.5 µM. HFF cells, HCMV-luciferase reporter, 72 h; hits give low values; in the data active means activity change below about -60%; inconclusive means no clear call, values can overlap the other calls; inactive means above about -39%
#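 Two-dose cell screen: HFF monolayers treated with compounds and infected with luciferase-expressing HCMV at 1 PFU/cell, 72 h at 37C, then lysed for luciferase measurement.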
# Active calls of the source: *; ? = inconclusive. Unless noted, on the % scale 0 is the no-effect control and ±100 the full control effect. A portion of the library; rates above refer to the full screens.
# The opening two compounds (preview)
SMILES,AmpC inh detg,HCMV inh
Cc1ccc(CNc2ncnc3c2nc2n3CCCC2)cc1,19%,-16
Cc1cc(C)cc(NC(=O)CCc2c(C)nc3c4cccnc4nn3c2C)c1,10%,-21

# The listing, from the start:
SMILES,AmpC inh detg,HCMV inh
Cc1ccc(CNc2ncnc3c2nc2n3CCCC2)cc1,19%,-16
Cc1cc(C)cc(NC(=O)CCc2c(C)nc3c4cccnc4nn3c2C)c1,10%,-21
COc1cc(CN(C(=O)COc2ccc(C)c(C)c2)c2ccccn2)cc(OC)c1OC,0%,-32
O=C(CCS(=O)(=O)c1cc2c(cc1Cl)NC(=O)CO2)NCc1ccccc1Cl,21%,15
Cc1ccccc1Cn1c(CN2CCN(c3cc(Cl)ccc3C)CC2)nc2c1c(=O)[nH]c(=O)n2C,0%,-27
COc1ccc(C)cc1NC(=O)N1CCCn2nc(C)cc21,19%,-12
Cc1cc(-c2nc3ncccc3o2)ccc1NC(=O)c1ccccc1Br,16%,-21
Cc1cccc(NC(=O)CCc2c(C)nc3c(c(C)nn3C(C)(C)C)c2C)c1C,18%,?
Cc1nc(-c2ccc(Cl)cc2)sc1CCNC(=O)c1ccco1,-5%,68
Cc1ccc(-n2nc3cc(C)c(NC(=O)c4ccc(-c5ccccc5)o4)cc3n2)cc1,14%,93
CCc1ccc(-n2nc(CO)c(C(=O)NCc3ccccc3Cl)n2)cc1,-2%,22
O=c1n(Cc2cccc(F)c2)c2ccccc2c2nc(-c3ccccc3)nn12,0%,?

# An excerpt of these results, with tabs:
SMILES	AmpC inh detg	HCMV inh
Cc1nc(-c2ccc(Cl)cc2)sc1CCNC(=O)c1ccco1	-5%	68
COc1cc(CN(C(=O)COc2ccc(C)c(C)c2)c2ccccn2)cc(OC)c1OC	0%	-32
Cc1ccc(CNc2ncnc3c2nc2n3CCCC2)cc1	19%	-16
Cc1ccc(-n2nc3cc(C)c(NC(=O)c4ccc(-c5ccccc5)o4)cc3n2)cc1	14%	93
O=c1n(Cc2cccc(F)c2)c2ccccc2c2nc(-c3ccccc3)nn12	0%	?

# New compounds follow
SMILES,AmpC inh detg,HCMV inh
CSc1ncc2c(n1)-c1ccccc1N(Cc1ccc(Cl)cc1)S2(=O)=O,2%,-10
CCc1ccc(NC(=O)Cn2nc3c4ccccc4n(Cc4ccccc4)cc-3c2=O)cc1,-5%,?
CCCCn1c(CNC(=O)C23CC4CC(CC(C4)C2)C3)nnc1SCC(=O)Nc1ccc(C)cc1,-12%,13
Cc1ccc(C)c(NC(=O)Cn2c(=O)n(Cc3ccccc3)c(=O)c3oc4ccccc4c32)c1,7%,4
O=C(CN1CCCN(Cc2cccc(Cl)c2)S1(=O)=O)Nc1ccc2c(c1)OCCO2,-11%,6
CC(C)c1ccc(OCc2cc(=O)n3c4c(sc3n2)CCCC4)cc1,0%,-7
CCC(CC)C(=O)Nc1nnc2n1CCS2,5%,-11
Cc1cc(C)cc(NC(=O)CCS(=O)(=O)c2ccc3nc(C)sc3c2)c1,0%,-28
CCCCCCc1cc2cc(-c3cn4c(n3)sc3cc(OC)ccc34)c(=O)oc2cc1O,9%,-19
CC(=O)Nc1ccc(Nc2nc3ccc(Cl)cc3n3cnnc23)cc1,14%,-33
COc1ccc(OC)c(CCNC(=O)c2cc3cccc4c3n2CC(C)S4)c1 (stereo not given),2%,0
Cc1ccc(-c2nn(C)c(=O)c3ccccc23)cc1S(=O)(=O)NCCCN(C)C,16%,29
Cc1ccc(N2CCN(C(=O)c3cc4cc5ccc(C)cc5nc4s3)CC2C)cc1 (stereo not given),11%,1
Cc1ccc(C)c(N2CCN(c3nc4c(S(=O)(=O)c5ccccc5)nnn4c4ccc(Cl)cc34)CC2)c1,-3%,-6
Cc1ccc(S(=O)(=O)c2nnn3c2nc(N2CCN(c4cccc(C)c4C)CC2)c2ccccc23)cc1C,21%,0
CC(C)NS(=O)(=O)c1ccc(OCC(=O)N2CCN(c3cccc(Cl)c3)CC2)cc1,-4%,-11
Cc1ccc(C)c(CN2C(=O)c3ccccc3S(=O)c3ccc(C(=O)N(C)Cc4ccccc4)cc32)c1 (stereo not given),11%,-23
COc1ccc(-c2ccc(NS(=O)(=O)c3ccc(NC(C)=O)cc3)cc2)nn1,6%,23
CC(=O)c1ccc(NC(=O)C(Cc2ccccc2)NS(=O)(=O)c2ccc3c(c2)CCC(=O)N3)cc1 (stereo not given),17%,13
COc1ccccc1C(=O)Nc1onc2c1CCCC2,8%,59
Cc1cc(O)c(C(c2ccccc2)N2CCCCC2)c(=O)n1Cc1ccco1 (stereo not given),0%,10
CCOC(=O)c1noc2nc(C)n(Cc3cccc(C#N)c3)c(=O)c12,-5%,-12
COc1ccc(CCN2C(=O)c3[nH]nc(-c4ccccc4O)c3C2c2ccc(O)c(OC)c2)cc1 (stereo not given),14%,-12
O=C(NCCc1ccccc1)c1ccc(Nc2nc3ccccc3n3nnnc23)cc1,16%,-20
CCOC(=O)c1c(C)c(C(=O)NCc2ccc(Cl)cc2)c(C)n1C,0%,-31
CCCc1cc(=O)[nH]c(SCC(=O)N2CCN(c3ccccc3OC)CC2)n1,14%,-30
CCOC(=O)Cc1ccc(NC(=O)Nc2cccc(OCc3cc(=O)n4cc(C)ccc4n3)c2)cc1,22%,28
COc1ccc(NC(=O)c2nc(-c3ccc(C)cc3)n3c2CCCCC3)c(OC)c1,-2%,-1
O=C(NCc1ccco1)c1ccc2c(c1)N(Cc1cccc(Cl)c1)C(=O)c1ccccc1S2(=O)=O,3%,?
CC(C)c1ccc(NC(=O)c2cc(S(=O)(=O)N3CCc4ccccc4C3)ccc2F)cc1,3%,4
CCn1cc(C(=O)NCc2ccc(C)cc2)c(=O)c2cc(S(=O)(=O)N3CCCCCC3)ccc21,0%,-14
Cc1ccc(-n2ncc(C(=O)NCCN3CCCC3)c2C2CCN(C(=O)OC(C)(C)C)CC2)cc1,0%,0
CCOCCCNC(=O)C1CCN(c2cc(C)nc3c(-c4ccc(Cl)cc4)c(C)nn23)CC1,5%,-5
COc1ccccc1CNC(=O)C(NS(=O)(=O)c1cccs1)C(C)C (stereo not given),21%,?
COc1ccc2c(C)c(CC(=O)NCCc3ccccc3)c(=O)oc2c1OC,2%,-15
CCc1cccc(C)c1NC(=O)Nc1csc2c1CCCC2,26%,3

# 3 entries out of the list, ordered by formula weight, largest number first.
SMILES,AmpC inh detg,HCMV inh
COc1ccccc1CNC(=O)C(NS(=O)(=O)c1cccs1)C(C)C (stereo not given),21%,?
COc1ccc2c(C)c(CC(=O)NCCc3ccccc3)c(=O)oc2c1OC,2%,-15
CCOC(=O)c1c(C)c(C(=O)NCc2ccc(Cl)cc2)c(C)n1C,0%,-31

# Further compounds follow.
SMILES,AmpC inh detg,HCMV inh
COc1ccc(-n2nc(C(=O)Nc3cc(C)ccn3)c3c4ccccc4n(C)c3c2=O)cc1Cl,4%,-20
Cc1ccc(-c2nnc(Nc3ccc(Cl)c(Cl)c3)c3ccccc23)cc1S(=O)(=O)N(C)C,20%,-13
COc1ccc(Cn2c(=O)c3oc4ccccc4c3n(Cc3ccc(F)cc3)c2=O)cc1,21%,-19
COc1ccc(C2=Nc3ccccc3NC(c3cccs3)=N2)cc1,-1%,-30
O=C(CSc1ccc2nc(-c3ccccc3)cn2n1)Nc1ccccc1C(F)(F)F,2%,15
Cc1cc(C)cc(NC(=O)Cc2c(C(=O)O)c(C)cn2C)c1,6%,4
Cc1nc(-c2ccc(S(=O)(=O)N(C)Cc3ccccc3)cc2)co1,1%,13
CC(C)c1ccc(CNC(=O)c2ccc(N3CCCC3)c(NC(=O)NCc3ccccc3)c2)cc1,0%,?
Cc1ccc(CCNc2ncnc3onc(-c4ccc(F)cc4)c23)cc1,12%,-4
CCCn1cc(S(=O)(=O)c2ccc(C)c(C)c2)c(=O)c2cc(F)c(N3CCCCC3)cc21,-8%,-2
COc1ccc(C(=O)N2CCC(c3ccncc3)CC2)cc1OC,7%,-11
COc1ccc(C(=O)Nc2cc(C(C)C)c(O)c(S(=O)(=O)c3ccc(Cl)cc3)c2C)cc1,1%,22
Cc1nn(Cc2noc(C(=O)NC(C)c3ccccc3)n2)c(C)c1Br (stereo not given),-1%,18
CCN(c1ccccc1)c1ncnc2c1cnn2-c1ccc(OC)cc1,-1%,4
COc1ccc(CCNC(=O)c2cc3c(-c4ccccc4F)nn(C)c3s2)c(OC)c1,8%,-28
CCCCOc1ccc(C(=O)N(Cc2nc(-c3ccc(Cl)cc3)no2)C(C)C)cc1,18%,2
COc1ccc(CCNC(=O)c2nn(-c3ccc(C)cc3)c(=O)c3c2c2ccccc2n3C)cc1OC,-4%,11
Cc1nc2nc(SCC(=O)NCCc3ccccc3)nn2c(C)c1Cc1c(F)cccc1Cl,?,8
CCCOc1ccc(CNC(=O)c2cc3oc4ccccc4c3n2C)cc1,21%,-86*
CCOc1ccc(NC(=O)Cn2cnc3sc(C)c(S(=O)(=O)N4CCN(c5ccccc5OC)CC4)c3c2=O)cc1,7%,-1
COc1cc2c(cc1NC(=O)COc1ccc(Br)cc1)oc1ccccc12,13%,12
Cc1cccc(N2CCN(C(=O)CCn3c(=O)c4cccn4c4cccnc43)CC2)c1C,-2%,-17
O=c1c2sc3ccccc3c2n(Cc2ccc(Cl)cc2)c(=O)n1Cc1ccco1,2%,40
CCOC(=O)c1cc(S(=O)(=O)Nc2ccc(OC)c(Cl)c2)[nH]n1,18%,23

# Complete entries from above. Values in the order: AmpC inh detg, HCMV inh
# Entry for Cc1nc2nc(SCC(=O)NCCc3ccccc3)nn2c(C)c1Cc1c(F)cccc1Cl = ?, 8
# Entry for CCOC(=O)c1cc(S(=O)(=O)Nc2ccc(OC)c(Cl)c2)[nH]n1 = 18%, 23
# Entry for Cc1cccc(N2CCN(C(=O)CCn3c(=O)c4cccn4c4cccnc43)CC2)c1C = -2%, -17

# The list continues:
SMILES,AmpC inh detg,HCMV inh
COc1cccc(C(=O)NCCc2csc(-c3cccc(F)c3)n2)c1OC,-2%,-8
COc1ccc(CNC(=O)c2cc3c(=O)n(Cc4cccnc4)ccc3nc2C)cc1,-6%,-4
COc1cc(OC)c(OC)cc1CN1CCc2nc(N3CCN(c4ncccn4)CC3)ncc2C1,7%,-71*
Cc1ccc(NC(=O)C(=O)NCC(c2cccnc2)N2CCN(Cc3ccccc3)CC2)cc1F (stereo not given),21%,-16
COc1ccc(OC)c(S(=O)(=O)N2Cc3ccccc3CC2C(=O)Nc2ccc(C(C)=O)cc2)c1 (stereo not given),-4%,21
CCOc1ccc(NC(=O)c2sc3nc4c(c(-c5ccccc5)c3c2N)C(=O)CC(C)(C)C4)cc1,1%,-9
CCOc1ccc(NC(=O)CN(c2ccc(CC)cc2)S(=O)(=O)c2c(C)noc2C)cc1,7%,-7
Cc1ccc(Cl)cc1N1CCN(C(=O)Cn2c(-c3cccs3)cc3cc(F)ccc32)CC1,3%,0
COc1ccccc1N1CCN(c2ccc(=O)n(CC(=O)Nc3ccc(F)c(F)c3)n2)CC1,2%,59
COc1ccc(-c2noc(CCC(=O)Nc3ccc(C(F)(F)F)cc3)n2)cc1,2%,-18
COc1ccc(CCNC(=O)Cn2ccc3cc(S(=O)(=O)N4CCCCC4)ccc32)cc1OC,-2%,-25
COc1ccc(-c2oc3ncn4nc(COc5ccc(Cl)cc5)nc4c3c2-c2ccc(OC)cc2)cc1,9%,9
Cc1ccc2c(c1)c1c(c(=O)n(Cc3ccccc3)c(=O)n1CC(=O)Nc1ccccc1C)n2C,1%,26
CC1=C(C(N)=O)C(c2cccc(Br)c2)n2nc(SCc3ccccc3Cl)nc2N1 (stereo not given),0%,18
COc1cccc(NC(=O)/C(C#N)=C\c2cn(Cc3ccc(Cl)cc3)c3ccccc23)c1,14%,-9
COCCNC(=O)c1ccc2c(c1)N(Cc1cc(C)ccc1C)C(=O)c1ccccc1S2(=O)=O,-5%,?
CC(C)(C)OC(=O)N1CCC(c2c(C(=O)Nc3ccc4c(c3)OCCO4)cnn2-c2ccc(F)cc2)CC1,-1%,-6
O=C(Nc1ccc(F)c(Cl)c1)C1CCCN1S(=O)(=O)c1ccc(F)cc1 (stereo not given),-1%,-6
COc1ccc(C)cc1NC(=O)c1ccc2c(c1)N(Cc1cccc(Cl)c1)C(=O)c1ccccc1S2=O (stereo not given),4%,25
Cc1cc(C)c(OCC(=O)N(Cc2ccc(N(C)C)cc2)CC2CCCO2)c(C)c1 (stereo not given),13%,-19
O=C(CSc1oc(-c2ccco2)nc1S(=O)(=O)c1ccc(Br)cc1)c1ccccc1,0%,-20
CCc1cccc(C)c1NC(=O)CSc1nnc(N)s1,9%,-16
CCn1c(SCC(=O)N2CCC(C)CC2)nnc1-c1ccccc1O,4%,-4
Cc1scc(CN2CCN(c3ccccc3F)CC2)c1C,11%,-12
Cc1ccc(CNC(=O)CSc2c3c(nc4ccc(Cl)cc24)CCCC3)cc1,-2%,-17
Cc1ccc(CNC(=O)CN2N=C(c3ccc(C)cc3)CCC2=O)cc1,6%,-36
O=C(c1cc(-c2ccccc2O)on1)N1CCCCC1,15%,44
